# Compound activity: PubChem BioAssay, several laboratories
# procasp3 activ = procaspase-3 (human) activation; activation, % at 8.5 µM; AID 463141; 330,000 tested, 0.11% active; recombinant procaspase-3 D3A, Ac-DEVD-pNA absorbance 405 nm; P42574;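 active means activation above the mean of all tested compounds plus 3 SD, cut at about 21% in these data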;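 further: 0% = DMSO alone and 100% = DMSO wells spiked with extra 5 µM PC-3 D3A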
# Target sequence (P42574 whole entry D9A/D28A/D175A): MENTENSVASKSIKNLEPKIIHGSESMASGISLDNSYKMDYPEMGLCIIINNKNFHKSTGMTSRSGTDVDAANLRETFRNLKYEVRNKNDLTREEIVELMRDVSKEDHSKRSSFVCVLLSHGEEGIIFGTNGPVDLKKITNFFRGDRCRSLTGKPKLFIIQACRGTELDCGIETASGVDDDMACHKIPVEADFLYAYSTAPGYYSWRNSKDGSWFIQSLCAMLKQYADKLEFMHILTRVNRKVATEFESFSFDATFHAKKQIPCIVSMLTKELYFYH
#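 Compound: 8.5 µM single point, 0.8% DMSO / Material: Autoprocessing-dead procaspase-3 D3A mutant enzyme / Timing: 1 h preincubation plus 2 h reaction at 25 °C / Medium: Zinc-free HEPES/NaCl buffer with 0.01% Triton X-100 at pH 7.4 / Technique: 405 nm absorbance of p-nitroaniline, reads at 0 and 120 min / Repeats: one well per compound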
# PP1 inh = PP1-alpha (human) inhibition in PP5 counter-screen | AID 2235 | inhibition, % at 6.7 µM | purified PP1alpha, OMFP fluorescence | 320,000 tested, 0.9% active | P62136;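 active means inhibition above the mean inhibition of all tested compounds plus 3 SD, computed separately for each screening campaign, cut at about 15% in these data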
# PP5 inh = inhibitors of human protein phosphatase 5 (PP5); purified PP5c, OMFP substrate fluorescence; 320,000 tested, 0.18% active; inhibition, % at 6.7 µM; AID 1987; P53041;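 active means inhibition above the campaign's mean inhibition across all tested compounds plus 3 SD, cut at about 9.5% in these data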;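 further: 0% = DMSO only and 100% = 100 µM cantharidin control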
# Target sequence (P53041 whole entry, looked up): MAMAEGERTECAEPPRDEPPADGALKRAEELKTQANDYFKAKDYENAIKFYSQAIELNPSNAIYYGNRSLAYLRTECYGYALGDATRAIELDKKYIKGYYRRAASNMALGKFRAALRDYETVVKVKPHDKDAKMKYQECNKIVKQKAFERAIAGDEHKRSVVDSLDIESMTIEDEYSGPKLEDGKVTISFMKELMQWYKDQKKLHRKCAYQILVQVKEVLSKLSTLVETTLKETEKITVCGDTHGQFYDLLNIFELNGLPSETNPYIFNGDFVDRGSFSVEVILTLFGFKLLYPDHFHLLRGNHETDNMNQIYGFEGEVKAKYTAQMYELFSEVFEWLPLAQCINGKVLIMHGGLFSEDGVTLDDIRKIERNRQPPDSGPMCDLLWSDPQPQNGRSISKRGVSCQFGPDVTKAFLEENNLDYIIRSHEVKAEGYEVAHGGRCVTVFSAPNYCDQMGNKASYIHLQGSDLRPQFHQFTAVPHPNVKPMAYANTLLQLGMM
# JMJD2C inh = inhibitors of human GASC-1 (JMJD2C) demethylase; 330,000 tested, 0.069% active; GST-JMJD2C(1-420) H3K9me3 demethylation, DELFIA europium; inhibition, % at 2.35 µM; Q9H3R0;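 active means more than half of a compound's replicate wells show inhibition beyond 50%, single wells judged on their own value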;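 further: signal counts dimethyl H3K9 product captured on neutravidin plate; 0% = median of DMSO wells and 100% = 0.3 times that DMSO median; strong numbers were not always called active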
# Efflux pump mplx = antifungal efflux pump inhibition, Nile Red retention; S. cerevisiae Candida pump triplex; AID 485275; 330,000 tested, 0.44% active; inhibition, % at 10 µM;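 active means plate passing quality check with inhibition over a set limit, or well fluorescence over plate mean plus 4 SD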;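 further: Nile Red retained in pooled yeast measured as flow cytometry median fluorescence; 0% = buffer negative control and 100% = Enniatin B positive control; higher means more Nile Red kept so more efflux inhibition; some compounds called inactive have numbers as strong as hits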
# CTSL1 counter = counter-screen for PFM18AAP inhibitors: inhibitors of F. hepatica cathepsin L1; 300,000 tested, 0.49% active; inhibition, % at 5.96 µM; AID 1906; recombinant F. hepatica cathepsin L1, Z-Leu-Arg-MCA fluorescence;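 active means inhibition above the mean of all tested compounds plus 3 SD, set per screening campaign, cut at about 17% in these data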;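 further: 0% = plate median of test compound wells and 100% = 1 µM Z-Phe-Ala-diazomethylketone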
# HCV core dimer = blocks dimerization of HCV core protein. TR-FRET GST/Flag-core106 dimerization, 1536-well. inhibition, % at 5 µM. 300,000 tested, 0.33% active;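 active means inhibition above the mean of all tested compounds plus 3 SD, set per screening campaign, cut at about 45% in these data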
#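 Material: GST/Flag-tagged HCV core106 proteins. Incubation: 4 h, 22.5 °C incubation. Read-out basis: inhibition (%) from 671 over 617 nm ratio. Measured by: TR-FRET, excitation 340 nm, emission 617 and 671 nm.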
# procasp7 counter = counter-screen: procaspase-7 (human) activation; P55210; recombinant procaspase-7, Ac-DEVD-pNA absorbance 405 nm; D23A/D198A/D206A triple mutant, cannot self-cleave; scale: DMSO 0, 5 µM enzyme 100; activation, % at 8.5 µM; 330,000 tested, 0.093% active; AID 463210;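 active means percent activation above the screen-wide mean plus 3 SD, cut at about 25% in these data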
#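 System: Procaspase-7 triple mutant (PC-7 D3A); measure: % activation from two-timepoint absorbance difference, scaled to controls; times: 1 h compound preincubation, 2 h substrate cleavage, 25 °C; also added: Ac-DEVD-pNA substrate, 400 µM as added; measured by: Epi-absorbance of released pNA at 405 nm, two timepoints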
# TPT1 inhibitor = C. albicans TPT1 enzyme inhibition. inhibition, % at 5 µM. recombinant caTPT1, FP RNA substrate dephosphorylation. 300,000 tested, 0.81% active;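 active means inhibition above the mean of all tested compounds plus 3 SD, set per screening campaign, cut at about 24% in these data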;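 further: plate controls were DMSO alone for no effect and ferristatin control at 100 nM for full effect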
# * marks the source's active call; other numbers are inactive results; nt = no result given.
SMILES,procasp3 activ,PP1 inh,PP5 inh,JMJD2C inh,Efflux pump mplx,CTSL1 counter,HCV core dimer,procasp7 counter,TPT1 inhibitor
CCOc1ccc2[nH]c(C(=O)N/N=C/c3cc(OC)c(OC)c(OC)c3)cc2c1,4,3,6.3,-16,-0.2,7,1,-4,-2
O=C(Nc1ccc(Cl)cc1C(=O)N1CCOCC1)c1ccco1,-5,-3,-2.8,4,0.1,0,-1,3,-3
CC12C(=O)N(n3cnnc3)C(=O)C1C1C=CC2C1 (stereo unspecified),-2,-6,3.7,-11,0.1,-3,-7,-5,5
Cc1csc(NC(=O)C(C)Oc2ccc(Br)cc2)n1 (stereo unspecified),-8,-1,2.1,-14,-0.1,0,-2,-2,2
O=C(Cn1cnc([N+](=O)[O-])c1)c1ccc(Cl)cc1,4,5,1.8,-1,-0.2,-1,-3,4,-1
CC(C)CCN(C(=O)c1ccc(N2CCCC2=O)cc1)c1c(N)n(Cc2ccccc2)c(=O)[nH]c1=O,-7,-5,1.4,4,-0.3,5,-1,5,4
Cc1nn(CC(=O)N2CCOCC2)c(=O)c2ccccc12,9,-3,-1.1,2,-0.2,2,-4,-5,2
CC(C)(CNC(=O)c1cc(-c2ccc(Cl)s2)nc2ccccc12)N1CCOCC1,5,-5,2.3,70,-0.1,2,4,-2,0
COc1cc(NC(=O)Nc2ccc(Cl)c(Cl)c2)c(C(=O)O)cc1OC,-3,2,5.6,-11,0.1,-3,-2,2,3
O=C(NCCc1ccc(Cl)cc1)C1CCN(S(=O)(=O)N2CCC3(CC2)OCCO3)CC1,8,-1,0.1,-11,0.0,-2,2,6,0
COc1cc(-c2nnc(NC(=O)CCS(=O)(=O)c3ccc(F)cc3)o2)cc(OC)c1OC,-6,4,-1.3,-3,0.2,-1,2,-1,2
O=c1[nH]c(CN2CCCCC2)nc2c1C1(CCCCC1)Cc1ccccc1-2,1,6,-10,6,-0.1,8,-1,-21,-6
CC(Nc1nc(-c2ccc3c(c2)NC(=O)CO3)cs1)c1ccccc1 (stereo unspecified),4,3,3.1,-22,0.0,0,-1,-8,-4
Cc1ccc(-n2cc(CNCCCn3ccnc3C)c(-c3ccc(F)cc3)n2)cc1,5,3,-1.1,-12,0.2,-4,-4,7,3
CSc1nc2c(c(=O)[nH]c(=O)n2C)n1C/C=C(\C)Cl,10,1,8.8,2,0.1,0,2,4,5
Cc1c(NS(=O)(=O)N2CCCC2)c(=O)n(-c2ccccc2)n1C,-5,0,1.2,-9,0.0,0,-3,9,3
CC1CC(C)CN(S(=O)(=O)c2cccc(C(=O)N3C(=O)c4cccc(N)c4C3=O)c2)C1 (stereo unspecified),1,-5,-1.2,-2,-0.1,0,12,3,-19
COc1ccc(N2C(=O)C3CCCN3C2c2ccc(C)cc2)cc1Cl (stereo unspecified),-6,-1,4.3,15,0.2,1,3,5,-3
CC1CCCCC1NC(=O)CCS(=O)(=O)c1cc2c(cc1Cl)NC(=O)CO2 (stereo unspecified),3,-2,-0.4,3,-0.2,2,-3,-2,-5
CS(=O)(=O)N(C(=O)NC(=O)NC12CC3CC(CC(C3)C1)C2)C1CCCCC1,-4,2,1.0,3,-0.2,0,-14,-3,-5
CC(=O)NCCn1c(SCC(=O)NCc2ccco2)nc2ccccc2c1=O,2,-1,1.4,-5,-0.2,-3,-5,1,3
COc1ccc(S(=O)(=O)N(C)CC(=O)N2CCN(C)CC2)cc1Cl,16,-1,2.2,2,-0.1,-4,3,3,-1
Cc1[nH]c2ccccc2c1C(=O)CSc1nc2ccccc2c(=O)n1CCCN1CCOCC1,2,-3,3.0,-8,0.1,-2,0,-2,2
CC(C)C(C)NC(=O)COc1ccc(-c2ccccc2)cc1 (stereo unspecified),-7,-3,-2.1,8,0.0,0,6,-7,-1
C=CCN1C(=O)C2(OCCCO2)c2ccccc21,8,1,-0.6,4,0.0,-1,12,-13,-4

# Random excerpt: 2 compounds from above
SMILES,procasp3 activ,PP1 inh,PP5 inh,JMJD2C inh,Efflux pump mplx,CTSL1 counter,HCV core dimer,procasp7 counter,TPT1 inhibitor
Cc1c(NS(=O)(=O)N2CCCC2)c(=O)n(-c2ccccc2)n1C,-5,0,1.2,-9,0.0,0,-3,9,3
Cc1nn(CC(=O)N2CCOCC2)c(=O)c2ccccc12,9,-3,-1.1,2,-0.2,2,-4,-5,2

# Just CTSL1 counter, JMJD2C inh and procasp3 activ, for some of the entries so far:
smiles	CTSL1 counter	JMJD2C inh	procasp3 activ
Cc1ccc(-n2cc(CNCCCn3ccnc3C)c(-c3ccc(F)cc3)n2)cc1	-4	-12	5
CSc1nc2c(c(=O)[nH]c(=O)n2C)n1C/C=C(\C)Cl	0	2	10
Cc1c(NS(=O)(=O)N2CCCC2)c(=O)n(-c2ccccc2)n1C	0	-9	-5
CC1CC(C)CN(S(=O)(=O)c2cccc(C(=O)N3C(=O)c4cccc(N)c4C3=O)c2)C1 (stereo unspecified)	0	-2	1
COc1ccc(N2C(=O)C3CCCN3C2c2ccc(C)cc2)cc1Cl (stereo unspecified)	1	15	-6
CC1CCCCC1NC(=O)CCS(=O)(=O)c1cc2c(cc1Cl)NC(=O)CO2 (stereo unspecified)	2	3	3
CS(=O)(=O)N(C(=O)NC(=O)NC12CC3CC(CC(C3)C1)C2)C1CCCCC1	0	3	-4

# Ordered by SMILES length (ascending): some entries from above
SMILES,procasp3 activ,PP1 inh,PP5 inh,JMJD2C inh,Efflux pump mplx,CTSL1 counter,HCV core dimer,procasp7 counter,TPT1 inhibitor
Cc1nn(CC(=O)N2CCOCC2)c(=O)c2ccccc12,9,-3,-1.1,2,-0.2,2,-4,-5,2
CC(Nc1nc(-c2ccc3c(c2)NC(=O)CO3)cs1)c1ccccc1 (stereo unspecified),4,3,3.1,-22,0.0,0,-1,-8,-4
CC(C)(CNC(=O)c1cc(-c2ccc(Cl)s2)nc2ccccc12)N1CCOCC1,5,-5,2.3,70,-0.1,2,4,-2,0

# (further entries)
SMILES,procasp3 activ,PP1 inh,PP5 inh,JMJD2C inh,Efflux pump mplx,CTSL1 counter,HCV core dimer,procasp7 counter,TPT1 inhibitor
Cc1ccc(N=Cc2sccc2C)cc1C,2,1,1.5,-1,0.1,-2,-3,7,2
O=C(c1ccc(C(F)(F)F)cc1)C1CCCN(C(=O)Cn2cnnn2)C1 (stereo unspecified),2,2,0.3,6,0.0,1,-5,5,-2
CCN(CC)CCN(C(=O)c1ccc(C(C)=O)cc1)c1nc2ccc(Cl)cc2s1,-5,-8,1.5,2,0.1,-3,4,5,-2
CC1C(=O)Nc2ccccc2N1C(=O)c1ccc(O)cc1 (stereo unspecified),1,2,2.2,6,0.7,-4,-2,-7,2
Cc1nnc(NC(=O)CSc2nnc(Cc3cccn3C)n2C)s1,-3,-5,-0.9,0,0.0,4,-10,-2,3
CCN(C(=O)COC(=O)/C=C/c1ccc(OC(F)F)c(OC)c1)C1CCS(=O)(=O)C1 (stereo unspecified),4,-2,-0.4,1,-0.1,nt,nt,3,nt
O=C(NCC1CCCO1)c1ccc2c(=O)n(CC3CCCO3)c(=S)[nH]c2c1 (stereo unspecified),12,1,1.2,1,0.0,1,6,-2,-4
Cc1ccc(S(=O)(=O)NC(=O)NCCCCNC(=O)NS(=O)(=O)c2ccc(C)cc2)cc1,-2,-1,-2.6,-1,-0.1,0,-8,5,-4
OC(CNc1nc(-c2cccnc2)nc2ccccc12)c1ccccc1 (stereo unspecified),-1,5,2.8,-4,-0.1,-1,8,-2,8
CS(=O)(=O)N1CCN(c2ccccc2NC(=O)c2cc(Br)ccc2Cl)CC1,7,0,2.3,9,0.0,0,4,4,-2
Cc1cc(-c2ccc3c(c2)COc2c4ccccc4nn2-3)on1,1,25*,-0.1,7,-0.1,-2,5,3,4
O=C(CCC1CCCCC1)NCCN1C2=NC[C@H](Cc3ccccc3)N2C[C@H]1Cc1ccc(O)cc1,1,2,-0.6,-5,0.0,-1,0,7,-1
COc1ccc(C(=O)OCc2cc(C)ccc2C)cc1S(=O)(=O)N1CCCC1,1,1,5.6,1,-0.2,nt,nt,8,nt
O=C(NCCCn1cccn1)C1CCC(=O)N(Cc2cccc(C(F)(F)F)c2)C1 (stereo unspecified),11,-1,1.6,1,0.0,0,-2,2,-1
CSc1nc(-c2ccc(Cl)cc2)nn1S(=O)(=O)c1ccc(Cl)cc1,4,5,-3.2,1,0.0,-2,-2,1,-3
COc1ccccc1OCC(=O)N1CCCC(Nc2cccc(F)c2)C1 (stereo unspecified),-1,-3,3.8,-9,0.1,9,-6,-10,1
Cc1[nH]c(C)c(S(=O)(=O)N2CCN(c3cccc(Cl)c3)CC2)c1C(=O)N1CCCCC1,1,1,-1.2,0,-0.1,1,4,0,0
COc1ccccc1CN1C(=O)[C@H]2Cc3c([nH]c4ccccc34)C(C)(C)N2C1=O,-3,-1,6.4,-4,0.1,2,-4,-3,2
Cc1nnc(SCc2cc(=O)oc3cc(O)ccc23)n1Cc1ccccc1,6,-1,-1.3,7,-1.0,1,-5,-2,-7
O=C(NCc1ccc(-c2nc3ccccc3s2)cc1)c1ccc(Br)o1,2,0,0.5,-1,1.5,5,-7,11,-1
O=C(CN1C(=O)c2ccccc2S1(=O)=O)NCCc1ccccc1,5,-4,-7.2,-7,1.1,-5,-9,4,-4
COc1ccc(CCNC(=O)c2coc(=O)c(Br)c2)cc1,-8,-5,2.5,19,0.2,-1,2,4,2
C[C@H](CO)N1C[C@H](C)[C@@H](CN(C)S(=O)(=O)c2cn(C)cn2)Oc2c(NS(=O)(=O)c3ccccc3)cccc2C1=O,4,nt,nt,-7,-0.1,nt,nt,10,nt
